CCR6 antagonist: antagonists of human CCR6 receptor. P51684. CHO-K1 CCR6 PathHunter beta-arrestin, luminescence, CCL20-stimulated. inhibition, % at 20 µM. 340,000 tested, 0.49% active. AID 493098;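 active = compounds whose inhibition of the agonist-driven luminescence signal at 20 µM reaches about 50%, limit read from the data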;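 also: cells stimulated with CCL20 at 14 nM final; plate controls were DMSO with CCL20 for no effect and DMSO without agonist for full effect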
MPTP block: blocks calcium-induced mitochondrial swelling; isolated mouse mitochondria, Ca2+ swelling absorbance, 30 min; inhibition, % at 10 µM; 360,000 tested, 1.4% active; AID 602449;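 active = inhibition of 50% or more, scaled per plate between neutral and stimulator controls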;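 also: 0% = DMSO wells given calcium and 100% = 1 mM EGTA wells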
EBI2 antag: antagonists of human EBI2 receptor. P32249. EBI2 beta-arrestin recruitment, luminescence, 7a,25-OHC stimulated. inhibition, % at 5 µM. 360,000 tested, 0.81% active. AID 651636; in the data active = inhibition above about 38%;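 also: enzyme fragment complementation signal reports receptor beta-arrestin coupling in cells; 0% = agonist plus DMSO wells and 100% = wells without agonist; some results beyond the cut were filed as inactive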
Target sequence (P32249 whole entry, looked up, the tested form may be a part): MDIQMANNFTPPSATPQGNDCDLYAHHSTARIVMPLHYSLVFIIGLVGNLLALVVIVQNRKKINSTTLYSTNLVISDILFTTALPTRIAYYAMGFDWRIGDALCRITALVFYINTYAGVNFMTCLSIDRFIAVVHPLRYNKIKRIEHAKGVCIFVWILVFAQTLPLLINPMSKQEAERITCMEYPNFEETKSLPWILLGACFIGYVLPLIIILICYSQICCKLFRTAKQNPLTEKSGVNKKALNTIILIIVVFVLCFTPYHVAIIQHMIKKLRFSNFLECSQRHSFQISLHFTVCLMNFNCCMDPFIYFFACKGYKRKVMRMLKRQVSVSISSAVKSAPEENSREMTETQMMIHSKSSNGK
A3G deaminase: blocks human APOBEC3G single-stranded DNA deamination | Q9HC16 | recombinant A3G, ssDNA deamination FAM/TAMRA fluorescence | inhibition, % at 20 µM | 330,000 tested, 0.28% active;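 active = inhibition of at least 40% at 20 µM, with no more than 30% in the related APOBEC3A deaminase screen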;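 also: plate controls were DMSO wells with A3G for no effect and wells lacking A3G enzyme for full effect; some compounds called inactive have numbers as strong as hits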
APOBEC3A inh: blocks human APOBEC3A ssDNA deamination. 330,000 tested, 0.41% active. inhibition, % at 20 µM. AID 493011. recombinant A3A, FAM/TAMRA ssDNA deamination fluorescence. P31941;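 active = at least 40% inhibition at 20 µM here, with at most 30% in a related deaminase screen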;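 also: plate controls were A3A with DMSO for no effect and wells lacking A3A enzyme for full effect; some results filed as inactive read as strong as hits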
GRIN3A LBD mod: NR3A (human) ligand-binding domain modulation; NR3A LBD differential scanning fluorimetry, Tm shift; 0% = protein alone, 100% = glycine-bound protein; Tm shift relative to glycine control, % at 25 µM; 340,000 tested, 2.5% active; AID 1259313;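 active = melting temperature shift of at least 10% of the positive control shift, at one fixed dose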
Gli-Sufu antag: blocks Gli-Sufu signaling in a luciferase reporter; 340,000 tested, 0.74% active; Sufu-KO-LIGHT fibroblasts, Gli luciferase reporter luminescence; AID 588413; inhibition, % at 5 µM;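 active = inhibition above about 55%, limit read from the data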;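 also: 0% = DMSO-treated cells and 100% = wells with medium but no cells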
CXCR6 block: CXCR6 (human) receptor inhibition | inhibition, % at 20 µM | 360,000 tested, 0.36% active | CHO-K1 PathHunter CXCR6 beta-arrestin, luminescence | O00574; in the data active = inhibition above about 34%, passing the limit was not always enough;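 also: antagonist mode with CXCL16 agonist at 10 nM final; 0% = 10 nM CXCL16 with DMSO and 100% = unstimulated wells without agonist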
Target sequence (O00574 whole entry, looked up): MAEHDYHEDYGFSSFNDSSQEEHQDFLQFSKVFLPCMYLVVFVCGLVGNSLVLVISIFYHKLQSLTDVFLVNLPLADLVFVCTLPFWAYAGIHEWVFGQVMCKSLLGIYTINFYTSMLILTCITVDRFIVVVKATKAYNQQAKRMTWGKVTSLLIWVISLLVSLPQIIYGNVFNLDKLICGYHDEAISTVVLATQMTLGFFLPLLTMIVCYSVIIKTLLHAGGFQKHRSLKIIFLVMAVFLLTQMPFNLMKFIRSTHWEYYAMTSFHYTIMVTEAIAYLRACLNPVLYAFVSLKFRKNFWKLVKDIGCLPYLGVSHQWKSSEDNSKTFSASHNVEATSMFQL
Starred values were filed as active, the others as inactive; . = no result given.

cpd	mol	CCR6 antagonist	MPTP block	EBI2 antag	A3G deaminase	APOBEC3A inh	GRIN3A LBD mod	Gli-Sufu antag	CXCR6 block
1	COc1ccc(NC(=O)CCOc2ccccc2C)cc1S(=O)(=O)N1CCCCC1	16	-2.7	27	0	17	-6	14	-4
2	CCOC(=O)CCCCNC(=O)Nc1ccccc1	2	-0.6	-3	7	1	-3	-2	-7
3	Cn1c(N2CCOCC2)c(/C=N/OC(=O)c2ccc(F)cc2)c2ccccc21	1	4.3	0	-3	-2	-6	14	-6
4	COc1ccc(N2CCN(C(=O)Cn3cnc4c(cnn4-c4ccccc4)c3=O)CC2)cc1	-1	-1.0	-2	-8	0	0	-1	0
5	O=C(Nc1ccc(N2CCN(C(=O)c3ccco3)CC2)cc1)c1cc(Br)ccc1Cl	8	0.4	1	-2	-5	0	6	-2
6	COC(=O)c1cccc(C23CC4(C2)[C@H](CN(Cc2cccnc2)[C@@H]4c2ccccc2)C3c2ccc(Cl)nc2)c1 (some centres undefined)	5	-0.1	11	-7	5	0	7	15
7	CCC(CC)c1nnc(NC(=O)C2CC(=O)N(CCc3ccc(F)cc3)C2)s1 (centres undefined)	15	-0.5	3	-2	3	3	32	-3
8	Cn1c(=O)[nH]c(=O)c2c1nc(CN(Cc1ccccc1)Cc1ccccc1)n2CCN1CCOCC1	4	-1.9	-1	-6	6	0	4	-3
9	O=C(NCCCN1CCOCC1)NC12CC3CC(CC(C3)C1)C2	-15	2.2	-8	-4	-1	0	5	-6
10	COc1cc(O)c(C(CCN2CCCC(C)C2)c2ccc3c(c2)OCO3)c(OC)c1 (centres undefined)	3	1.1	-3	-9	-3	-2	20	17
11	Cc1ccc(/C=C/C(=O)c2c(C)nc3ccccn23)cc1	-27	6.2	21	-4	0	-2	-5	1
12	O=C(CCSc1nc2ccccc2o1)N1CCOCC1	-8	0.1	-4	-3	-1	0	-4	4
13	Cc1ccc(-n2c(=O)c3c(n4cnnc24)-c2ccccc2CC32CCCCC2)cc1	8	19	3	0	2	0	8	9
14	COc1cccc(NC(=O)CN(C)C(=O)CN2C(=O)NC(C)(c3ccc4ccccc4c3)C2=O)c1 (centres undefined)	-4	-0.5	-17	-2	10	6	-2	-10
15	CCN(CC(=O)NCc1cccs1)c1ccc(S(=O)(=O)N2CCOCC2)cn1	6	-2.4	2	-3	2	-2	.	1
16	CC#CC(=O)NCC1(N(C)Cc2ccccc2)Cc2ccccc2C1	10	0.2	7	-1	0	-1	6	9
17	O=C(NCC1CCCO1)/C(=C\c1ccccc1)NC(=O)c1ccccc1 (centres undefined)	3	-1.2	-7	-8	-1	0	3	3
18	CCCCCCCCC1CC(C(=O)Nc2ccccc2)C(=O)O1 (centres undefined)	4	38	-6	-3	-1	9	2	-1
19	O=C1NCCCc2c1oc1cc(Br)c(O)c(Br)c21	11	2.5	-13	21	-6	1	3	8
20	Cc1ccccc1C(=O)Nc1ccc(Cl)cn1	5	1.5	-2	-7	-4	-1	-88	3
21	NS(=O)(=O)c1cc2c(cc1Cl)NC(Cc1ccccc1)NS2(=O)=O (centres undefined)	3	-0.1	-20	-2	-2	-1	1	-3
22	COc1ccc(NC(=O)c2cc(S(=O)(=O)N3CCCCC3)c[nH]2)c(OC)c1	-3	0.2	38	-10	-3	2	5	1
23	COc1ccc(Nc2ccc3c(c2)=NC2(CCCCC2)[N+]=3[O-])cc1	33	8.0	17	-9	1	-1	17	17
24	Cn1ccnc1C(=O)c1cccc([N+](=O)[O-])c1	17	0.2	-17	0	-5	-3	1	-5
25	C=Cn1cc[n+](CC(=O)c2ccc(-c3ccccc3)cc2)c1	13	2.1	-3	3	-6	0	53	2
26	COC(=O)c1ccc(NC(=O)c2ccc3c(c2)C(=O)N(Cc2cccnc2)C3=O)cc1	14	-0.1	39	-5	-2	2	-8	-3
27	Cc1ccc2oc(=O)n(CCOc3ccccc3Cl)c2c1	6	0.3	22	-3	-1	-1	3	0
28	Cc1cc(C)cc(Oc2coc3c(CN(C)C)c(O)ccc3c2=O)c1	-13	-0.9	-3	2	1	2	14	1
29	Cc1ccc2oc3c(c(=O)c2c1)C(c1cccc(Cl)c1)N(CCCN1CCOCC1)C3=O (centres undefined)	22	0.0	9	-4	1	-1	-20	10
30	CCc1nnc(NC(=O)CSc2ncc(-c3ccccc3)[nH]2)s1	0	-1.9	-12	5	5	1	1	-2
31	CN(C1CCCCC1)S(=O)(=O)c1ccc2c(c1)c(=O)c(C(=O)N1CCc3ccccc3C1)cn2C	5	-0.2	-2	-4	-1	-1	3	4
32	Cc1cc(C(=O)CSc2nnc(Nc3ccccc3)s2)c(C)n1CC1CCCO1 (centres undefined)	13	0.1	24	3	5	-13	1	8
33	CCOc1ccc(CSc2nc(C)cc(COC)c2C#N)cc1OCC	21	-0.3	6	-2	2	-1	14	-9
34	COc1ccc2[nH]c(=O)c(CN(Cc3cccs3)C(=S)Nc3cccc(C)c3)cc2c1	9	3.1	11	-3	2	10*	43	0
35	CSCCC(NS(=O)(=O)c1ccccc1)C(=O)OCc1nc2ccsc2c(=O)[nH]1 (centres undefined)	13	-1.5	-5	-7	-3	0	-27	-7
36	O=C(/C=C/c1ccc(Cl)cc1)N1CCN(c2ccc([N+](=O)[O-])c(N3CCOCC3)c2)CC1	19	7.3	96*	.	.	-6	50	-5
37	O=C(OCC(=O)c1ccc[nH]1)c1ccc2ccccc2n1	5	0.1	-6	-5	-4	-2	-3	-4
38	CCOc1ncccc1C(=O)Nc1nc(SC)ns1	5	3.3	-7	-2	-4	-1	-34	-2
39	COc1ccc(NC(=O)Nc2ccc(OC)c(OC)c2)c([N+](=O)[O-])c1	7	1.6	4	-4	-1	-1	12	0
40	O=C(Nc1ccc(NC(=S)NC(=O)c2ccccc2F)cc1)c1cccs1	12	-2.6	2	-3	-1	20*	-21	12
41	COC(=O)c1ccc(NC(C)=O)o1	-9	-2.3	1	-5	-1	0	0	-42
42	CCCC(C(=O)Nc1ccncc1)c1ccccc1 (centres undefined)	-6	-0.9	1	-4	0	-2	-15	-10
43	CC1CCCC(C)N1C(=O)COC(=O)c1ccccc1O (centres undefined)	9	0.6	2	-8	-2	0	7	4
44	Cc1nc(/C(N)=N/OC(=O)Cc2ccccc2)no1	-7	-0.8	3	-6	0	-1	6	4
45	COc1ccc(-c2cc(-c3ccccc3)c(C#N)c(S(C)=O)n2)cc1 (centres undefined)	-9	0.3	-6	4	6	0	-12	11
46	COc1cccc(CN(C(=O)Cc2c[nH]c3ccccc23)C(C(=O)NC2CCCCC2)c2ccc(C)o2)c1 (centres undefined)	21	2.1	5	-6	-2	23*	16	1
47	COc1ccccc1CNC(=O)CSc1nc(-c2ccccc2)cn1N	12	-0.6	7	2	2	0	-2	6
48	O=C(N/N=C/c1ccc2c(c1)OCO2)/C(=C/c1ccc2c(c1)OCO2)NC(=O)c1ccccc1	5	-7.5	3	-1	-2	1	3	6
49	O=C(COC(=O)CNC(=O)C1CCCCC1)Nc1cc(C(F)(F)F)ccc1Cl	-8	0.2	2	-4	-2	5	-11	-4
50	CCCOc1ccc(S(=O)(=O)n2cc(F)c(=O)[nH]c2=O)cc1	-7	-0.7	-7	0	-3	-1	-2	0
51	CCOc1ccc(OCCSc2nc3ccccc3c(=O)[nH]2)cc1	-9	2.4	-12	-3	-2	4	0	-3
52	CCC(C)c1ccc(-n2c(=O)c3ccccc3n3c(=S)[nH]nc23)cc1 (centres undefined)	-9	0.3	-3	23	-8	2	-12	0
53	CCCN1CCN(CCCNC(=S)Nc2ccc(OC)cc2)CC1	-3	0.8	-7	-8	-5	2	9	2
54	CCCCNc1nc(-c2ccccc2)nc(-n2ccnc2)n1	-1	0.7	8	-6	-6	2	15	-2
55	O=C(N/N=C/c1ccoc1)c1ccccc1O	5	0.6	-4	15	19	0	9	-4
56	CCCN1Cc2cccc(C(=O)Nc3ccc(C)cc3)c2C1=O	3	3.0	21	2	1	3	6	-3

(continued)
cpd	mol	CCR6 antagonist	MPTP block	EBI2 antag	A3G deaminase	APOBEC3A inh	GRIN3A LBD mod	Gli-Sufu antag	CXCR6 block
57	COc1ccc(NC(=O)CSc2ccc3nnc(CCNC(=O)c4ccccc4)n3n2)cc1	-2	-0.4	-10	-9	0	-5	2	4
58	O=C(CSc1nnc2ccccn12)Nc1ccccc1C(=O)NC1CC1	-6	0.2	-1	-2	2	2	4	5
59	Cc1ccc(OCC(=O)Nc2cccc3ccccc23)c([N+](=O)[O-])n1	11	0.6	-16	-9	-3	-4	26	1
60	Cc1n[nH]c2c([N+](=O)[O-])c(=O)[nH]c(=O)n12	8	-1.3	-7	.	.	2	-5	-3
61	NNS(=O)(=O)c1ccc(N2CCCC2=O)c([N+](=O)[O-])c1	3	-5.0	-18	-7	-2	6	-5	-19
62	O=C(Nc1ccc(Cl)cc1)NN1CC(=O)N(c2cccc(C(F)(F)F)c2)CC1=O	4	2.4	-8	-8	-1	30*	7	0
63	Cc1ccc(-c2noc(C3CCCN(C(=O)c4c(F)cccc4F)C3)n2)cc1 (centres undefined)	0	0.6	-4	0	5	-1	-9	1
64	COc1cc([N+](=O)[O-])ccc1NC(=O)CSc1ccccn1	.	0.9	-3	-6	-1	.	.	-1
